Source: PubChem BioAssay (National Center for Advancing Translational Sciences (NCATS))
Pf Dd2 growth – blocks in vitro growth of P. falciparum Dd2; P. falciparum Dd2 growth, SYBR Green, 72 h; Potency, µM (top dose mostly 28.9 µM), inactives show top-dose activity, negative = inhibition, hits mostly inhibitors; actives 4.3% (n = 120,000); active = well fitted inhibition curve with a large enough effect; inconclusive = small, poorly fitted or top-dose-only effect; inactive = no such curve, though single readings can be large or run the other way;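 also: plate controls were DMSO vehicle for no effect and reference drug for full effect; nearly all actives have a fitted effect of over 65% in size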
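Infected erythrocytes (Dd2, 0.3% parasitemia, 2.5% hematocrit final) are added to compound in RPMI-1640/Albumax II medium, grown 72 h at 37C in low oxygen, then lysed with saponin/Triton-X containing SYBR Green and read by fluorescence.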
An asterisk follows results filed as active; i = inactive; ? = inconclusive; [ ] = remark or other dose. Potency is read from the fitted curve at half-maximal effect.

A first look, 18 compounds:
SMILES | Pf Dd2 growth
CN(CC1CCN(CCc2cccc(F)c2)CC1)C(=O)COc1cccnc1 | -25%
CC(C)CC(=O)N1CCC2(CC1)N(C)C(=O)CS2(=O)=O | 7%
O=S(=O)(c1ccc(F)cc1)N1CCCC(Cc2noc(-c3ccncc3)n2)C1 (stereo not given) | i
Cc1ccc(CNC(=O)N2CCC(c3noc(-c4cccnc4)n3)C2)cc1 (stereo not given) | i[5.79 µM]
Cc1c(Cl)cccc1NC(=O)c1cc2nc(-c3ccc4c(c3)OCO4)cc(C(F)(F)F)n2n1 | 37%[activator][5.79 µM]
Cc1ccccc1-c1cc(C(=O)NCCN2CCNC2=O)c2c(c1)N(C)CCO2 | ?
CCCn1c(C)c(CC(=O)NCC2CCCOC2)c2c1CC(C)(C)CC2=O (stereo not given) | ?
COc1cccc(CC(=O)Nc2ccc3c(c2)CN(Cc2ccccc2)C(=O)C(C)O3)c1 (stereo not given) | ?
COc1cc(F)ccc1-c1cn(C)c(=O)n2cc(CN3CCOCC3)nc12 | -19%[44.1 µM]
COc1ccc(-c2cc([C@H]3CN4CC[C@H]3C[C@@H]4CNC(=O)C(C)(C)C)nc(C)n2)cc1OC | i
CC(=O)N1CCC(CC(=O)N2CCN(c3cc(-c4ccccc4)[nH]n3)CC2)CC1 | 12%
CCCCc1nn2c(=O)cc(COC(=O)c3ccc(NC(=O)C(CC)CC)cc3)nc2s1 | i
Cc1c(C(=O)OC2CCCCC2)[nH]c2c1C(=O)CC(c1ccc(F)cc1)C2 (stereo not given) | ?
CCc1cccc(OCC(=O)c2ccc3c(c2)N(CC(=O)N(C)Cc2ccccc2)C(=O)CO3)c1 | -19%
Cc1ccc2c(c1)C(C[C@H]1CN(C(=O)NC(C)C)CC[C@H]1CC(=O)O)=NCC2 | -15%[44.1 µM]
O=C(NC(=O)c1ccccc1)Nc1ccc(-c2cc(C(F)(F)F)nn2-c2ccccc2)cc1 | i
COc1cc(Cl)c(C)cc1NC(=O)c1cc2c(Cl)nc3ccc(C)cc3c2s1 | 11%
COc1ccc2[nH]c(C[C@@H]3C[C@@H](C(C)C)[C@H](CNC4CCN(C)CC4)C=C3C)nc2n1 | ?

The list itself, from the first entry:
SMILES | Pf Dd2 growth
CN(CC1CCN(CCc2cccc(F)c2)CC1)C(=O)COc1cccnc1 | -25%
CC(C)CC(=O)N1CCC2(CC1)N(C)C(=O)CS2(=O)=O | 7%
O=S(=O)(c1ccc(F)cc1)N1CCCC(Cc2noc(-c3ccncc3)n2)C1 (stereo not given) | i
Cc1ccc(CNC(=O)N2CCC(c3noc(-c4cccnc4)n3)C2)cc1 (stereo not given) | i[5.79 µM]
Cc1c(Cl)cccc1NC(=O)c1cc2nc(-c3ccc4c(c3)OCO4)cc(C(F)(F)F)n2n1 | 37%[activator][5.79 µM]
Cc1ccccc1-c1cc(C(=O)NCCN2CCNC2=O)c2c(c1)N(C)CCO2 | ?
CCCn1c(C)c(CC(=O)NCC2CCCOC2)c2c1CC(C)(C)CC2=O (stereo not given) | ?
COc1cccc(CC(=O)Nc2ccc3c(c2)CN(Cc2ccccc2)C(=O)C(C)O3)c1 (stereo not given) | ?
COc1cc(F)ccc1-c1cn(C)c(=O)n2cc(CN3CCOCC3)nc12 | -19%[44.1 µM]
COc1ccc(-c2cc([C@H]3CN4CC[C@H]3C[C@@H]4CNC(=O)C(C)(C)C)nc(C)n2)cc1OC | i
CC(=O)N1CCC(CC(=O)N2CCN(c3cc(-c4ccccc4)[nH]n3)CC2)CC1 | 12%
CCCCc1nn2c(=O)cc(COC(=O)c3ccc(NC(=O)C(CC)CC)cc3)nc2s1 | i
Cc1c(C(=O)OC2CCCCC2)[nH]c2c1C(=O)CC(c1ccc(F)cc1)C2 (stereo not given) | ?
CCc1cccc(OCC(=O)c2ccc3c(c2)N(CC(=O)N(C)Cc2ccccc2)C(=O)CO3)c1 | -19%
Cc1ccc2c(c1)C(C[C@H]1CN(C(=O)NC(C)C)CC[C@H]1CC(=O)O)=NCC2 | -15%[44.1 µM]
O=C(NC(=O)c1ccccc1)Nc1ccc(-c2cc(C(F)(F)F)nn2-c2ccccc2)cc1 | i
COc1cc(Cl)c(C)cc1NC(=O)c1cc2c(Cl)nc3ccc(C)cc3c2s1 | 11%
COc1ccc2[nH]c(C[C@@H]3C[C@@H](C(C)C)[C@H](CNC4CCN(C)CC4)C=C3C)nc2n1 | ?
Cc1cc(Nc2cccc(C(=O)O)c2)n2nc(C)nc2n1 | 52%[activator][0.594 µM]
COc1ccc(CC(=O)N2CCc3nc4cc[nH]n4c(=O)c3C2)c(Cl)c1 | 6%[5.79 µM]
CCC1CCCCN1CCCNC(=O)c1cc2c(Cl)nc3ccc(C)cc3c2s1 (stereo not given) | 3.5µM*
COc1ccc(-c2cn3c(n2)sc2cc(C(=O)NC4CCCCCC4)ccc23)cc1 | i
CN1C(=O)C(c2ccccc2)CC12CCN(C(=O)CO)CC2 (stereo not given) | -4%
CN(C(=O)c1ccc2cccc(F)c2n1)C1CCCN(CCCc2ccccc2)C1 (stereo not given) | ?
N#Cc1cccc(NC(=O)O[C@@H]2CO[C@H]3[C@@H]2OC[C@@H]3n2nnnc2SC2CCCC2)c1 | 6%
SMILES | Pf Dd2 growth
O=C(NCCN1CCCC1)c1c(OCC2CC2)cc(=O)n2c1CCOCC2 | 13%
COc1ccc(-n2c3c(cc(-c4nc(-c5ccc(C)cc5)cs4)c2=O)C(=O)CC(C)(C)C3)cc1 | 2%
CCc1cnc(N)nc1N1CCN(c2cnccn2)CC1 | -14%
COc1ccccc1CNC(=O)c1cccn1-c1nnc(N2CCCCC2)s1 | 15%
O=C(C[C@@H]1O[C@H](CNC(=O)c2cccc(F)c2)[C@@H](O)[C@H]1O)NCCN1CCOCC1 | 14%[44.1 µM]
COCC(=O)Nc1ccc2ncnc(N3CCCCC3)c2c1 | -18%
Cc1cc(OCCn2cc(C(=O)c3ccco3)c3ccccc32)ccc1Cl | 1.1µM*
O=C(CCn1cnnn1)Nc1ccccc1 | -2%
O=C(NCC(c1ccccn1)N1CCOCC1)c1cccc(-n2cnnc2)c1 (stereo not given) | 0%
O=C(CSc1nnc(-c2cccs2)o1)Oc1ccccc1 | 0%
COc1ccc(-c2noc(CSc3nc4ccccc4[nH]3)n2)cc1 | 5%
CCn1cc(S(=O)(=O)N2CC(COC)C3(CCNCC3)C2)cn1 (stereo not given) | 21%
Cc1ccccc1Cn1c(Oc2ccccc2F)nc2c1c(=O)n(C)c(=O)n2C | 18%
COc1ccc(OC)c(S(=O)(=O)NCCc2sc(C)nc2C)c1 | ?
CCCC1=Nc2cc(C(=O)NCC(C)c3ccccc3)ccc2Sc2ccccc21 (stereo not given) | -21%
O=C(c1ccc(Br)o1)N1CCC2(CC1)CC(O)CCO2 (stereo not given) | -28%
Cc1ccc(C)c(S(=O)(=O)N(C)CC2CCOC2)c1 (stereo not given) | i[5.79 µM]
COc1ccc(C2CC(=O)N(CC(=O)Nc3cc(C)ccc3C)c3ccccc3S2)cc1 (stereo not given) | -7%
O=C1[C@H]2CN(Cc3cc(Cl)ccc3F)C[C@H]2C(=O)N1CCN1CCc2ccccc2C1 | ?
O=C1CCN(C(=O)c2cccnc2)CCCC(C(=O)N2CCN(c3ccc(F)cc3)CC2)CCN1 (stereo not given) | 14%
CC(=O)N1CCCC1c1nc2ccccc2n1Cc1ccccc1Cl (stereo not given) | -12%
O=C(Cn1ccn2nc(-c3ccccc3)c(CO)c2c1=O)NCc1ccc(F)cc1F | 57%[activator]
O=C(c1cc(-c2ccccc2)n[nH]1)N1CCc2c(nc3cc[nH]n3c2=O)C1 | ?
COCCn1ccc2ccc(C(=O)NC3CCCc4c3[nH]c3ccccc43)cc21 (stereo not given) | i
O=C(Nc1ccccc1)c1nc2c(o1)CCN(Cc1ccc(F)cc1)CC2 | -12%[44.1 µM]
SMILES | Pf Dd2 growth
O=C(c1ccncc1)N1CCC(c2nc(C3CCOCC3)no2)C1 (stereo not given) | -14%
COC(=O)c1c(NC(=O)c2nc(SCc3ccccc3C)ncc2Cl)sc2c1CCCC2 | 4%
CCOC(=O)C1CCN(C(=O)CC2CCN(c3ccnc(OC)n3)CC2)CC1 | i
Cn1c(C(=O)NC2CCN(Cc3ccccc3)CC2)cc2c1CCN(Cc1ccccc1)C2 | -19%
O=C(NCc1ccc(Cl)cc1)c1ccc(Cn2c(=O)c3cccn3c3cccnc32)cc1 | 7%
N#Cc1ccc(C(=O)N2CCC(c3n[nH]c(=O)n3-c3ccccc3)CC2)cc1 | ?
CCOc1cc(=O)n2c(c1C(=O)Nc1ccc(Br)cc1F)CCCC2 | 24%
O=C(O)COCC(=O)N[C@H]1CO[C@H]2[C@@H]1OC[C@@H]2n1nnnc1Oc1ccc(-n2cncn2)cc1 | 17%
CCOCc1nc(C2CCCN(C(=O)NC(C)C)C2)no1 (stereo not given) | 135%[activator]
COc1ccc(Cn2c(C3CCN(C(=O)c4ccc(C)c(C)c4)CC3)n[nH]c2=O)cc1 | ?
CCc1ccc(-n2c(=O)c3c4c(sc3n(Cc3ccccc3C#N)c2=O)CCCC4)cc1 | 9%
CN1CC(=O)N(C2CCCNCC2)Cc2c1ncnc2N1CCCC(F)C1 (stereo not given) | 11%
COc1cc(NC(=O)CCC2CCCN(Cc3nc(C(C)C)cs3)C2)cc(OC)c1 (stereo not given) | ?
O=C(c1ccccn1)N1CCC(N(C(=O)NCCc2ccccc2)C2CCOCC2)CC1 | -16%
CN1C(=O)Cc2cc(S(=O)(=O)CCC(=O)Nc3ccccc3)ccc21 | 41%
COc1ccc(-c2cnc3n2CC(C(=O)N(C)C)CC3)cc1 (stereo not given) | 2%
Cc1ccc(C)c(Nc2nnc(-c3ccc(C)c(S(=O)(=O)NCC4CCCO4)c3)c3ccccc23)c1 (stereo not given) | ?
O=C(c1cc(-c2cnccc2Cl)c2cccn2n1)N1CCCC1 | ?
O=C(O)CN1CCCc2nc(-c3ccccc3)ncc2C1=O | 10%
Cc1cccc(-c2nc(C)c(CCNC(=O)c3cccs3)s2)c1 | -9%
Cc1nc(CC(=O)N2C[C@@H](CN3CCCCCC3)[C@@H](CO)C2)cs1 | 0%
CCN1CCN(CCCN2CC3(CCN(c4ncccc4F)CC3)OC2=O)CC1 | -10%
CC[C@H]1CN(S(=O)(=O)c2ccc(OC)cc2)CC[C@H]1CC(=O)NCCN1CCOCC1 | -8%
O=C(Cc1ccccc1Cl)Nc1ccc(-c2nnc3n2CCCC3)cc1 | ?
CC(=O)N1CCC(NC[C@@H]2C=C(C)[C@H](Cc3nc4ccccc4[nH]3)C[C@H]2C(C)C)CC1 | ?
SMILES | Pf Dd2 growth
CS(=O)(=O)c1ccc(CC(=O)N[C@H]2CCOC[C@H]2C2CCOCC2)cc1 | 0%
CN(C)C[C@@H]1CN(c2ccncn2)C[C@H]1NC(=O)Cc1c(F)cccc1Cl | -13%
O=C(NCC1CN(CC2CC2)CC12CN(c1ccccc1)C2)Nc1ccccc1 (stereo not given) | ?
N#Cc1ccc(CNC(=O)[C@@H]2Cc3nc[nH]c3CN2Cc2ccccc2)cc1 | ?
Cc1ccccc1Nc1c(-c2ccc(Br)cc2O)nc2sccn12 | 2.5µM*
Cc1noc(C)c1-c1cc2c(cc(C)n2C)c(-c2ccnn2C)n1 | i
Cc1ccc(C(=O)N2C[C@H]3OC(=O)N(CCc4cccc(Cl)c4)[C@H]3C2)cn1 | 0%
Cc1nc(NC(=O)C2c3ccccc3C(=O)N(C3CCCC3)C23CCCC3)sc1C (stereo not given) | ?
CCCNC(=O)C1CC(c2ccccc2F)=NO1 (stereo not given) | 4%
Cc1ccsc1CN1CCCCCCNC(=O)CC1c1ccccc1 (stereo not given) | 13µM*
Cc1ccc(-c2noc(C3CC(=O)N(c4ccc5c(c4)OCCO5)C3)n2)cc1 (stereo not given) | i
O=C(c1nnn2cc(-c3ccc(F)cc3)[nH]c(=O)c12)N1CCOCC1 | 24%
Cc1cc(C)n(CCC(=O)NCC23CCC=C2N(CC2CC2)C(=O)CC3)n1 (stereo not given) | -17%
COc1cccc(-c2cc(-c3ccc(=O)[nH]c3)c3cncn3c2)c1 | i
O=C(c1ccccc1F)N1CCCC(c2noc(COc3ccccc3F)n2)C1 (stereo not given) | ?
COc1cccc(CNC(=O)CCCn2c(=O)c3cccn3c3cccnc32)c1OC | 7%
COCC(=O)N(C1CCOCC1)C1CCN(C(=O)c2ccc(F)cc2)CC1 | 5%
CC(=O)N1CCN(C[C@@H]2C=C(C)[C@H](Cc3nnc(-c4ccccc4F)o3)C[C@H]2C(C)C)CC1 | 13µM*
CCN(CC)S(=O)(=O)c1ccc(NC(=O)CCc2c(C)nc3cc(-c4ccc(Cl)cc4)nn3c2C)cc1 | ?
COc1ccc(C(=O)N2CCC(n3cc(-c4nc(C)no4)nn3)C2)cc1OC (stereo not given) | -14%
COc1cc2c(cc1OCC1CC1)NC(=O)C21CCN(c2cc(NC3CC3)ncn2)CC1 | -14%[44.1 µM]
O=c1ncn(Cc2ccccc2)c2ccc(-c3cccnc3)nc12 | ?
COc1ccc(CN2CCN(S(=O)(=O)c3ccccc3)CC2)c(OC)c1 | 31%[activator]
Cn1cnc(S(=O)(=O)N2CCCC(C(=O)N3CCc4ccccc43)CCNC(=O)CC2)c1 (stereo not given) | i
Cc1csc(CN2CCCC(c3n[nH]c(=O)n3-c3ccccc3)C2)n1 (stereo not given) | -15%
SMILES | Pf Dd2 growth
CCN1c2cc(C(=O)NCc3cccc(F)c3)ccc2C(=O)N2CCCCC21 (stereo not given) | i
Cc1ccc(CSc2nc3cccnc3n2Cc2ccc(C(=O)NCCc3cccs3)cc2)cc1 | ?
C#CCNC(=O)c1nc(-c2ccc(Cl)cc2)c2cnccn12 | ?
CC1(COc2ccccc2)COc2ccc(C(=O)NCCc3ccccn3)cc2N1 (stereo not given) | i
O=C(Cn1nc2c(cc1=O)CCCCC2)NCCc1ccc(O)cc1 | -7%
CC1=C(c2ccc(C)c(C)c2)S(=O)(=O)N=C1N1CCC(C(=O)N2CCCCC2)CC1 | -17%
CCS(=O)(=O)c1ccc2oc([C@H]3CCN(C4CCCCC4)C3)nc2c1 | i

A portion of the library (hit frequency here may not be typical).
